Screens from PubChem BioAssay.
Vif-APOBEC3F blk: qHTS for Inhibitors of Vif-A3F Interactions: qHTS; HeLa A3F-eYFP + Vif (tagged APOBEC3F with the HIV-1 protein that degrades it), YFP fluorescence increase; Potency, µM (doses to about 46.1 µM), inactives show at the highest dose activity, negative = active; 0.2% of 390,000 active; AID 602313, 2012; note: potency is the fitted concentration of half-maximal effect; % of control where 0% means no effect; nearly all actives have a fitted effect of over 65% in size
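HeLa cells stably expressing A3F-eYFP plus Vif, plated and incubated overnight at 37 deg C, then exposed to compounds overnight at 37 deg C. Blocked degradation read as raised yellow fluorescence (Ex 488/Em 500-530).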
D1 antagonist: Antagonist of Human D 1 Dopamine Receptor: qHTS | HEK293 TREx D1 cells, calcium flux, dopamine EC80; hits give low values | activity change, negative = inhibition, % at 10 µM | 3.2% of 360,000 active; in the data active = activity change below about -30%; note: % is set by controls: 0 for no effect and ±100 for the full control effect
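Antagonism measured as reduced calcium response to an EC80 dopamine addition following 180 s compound pre-read; cells were inducible HEK293 Trex D1 plated overnight at 30 C, read kinetically at 1 cycle/sec.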
D1 agonist: Allosteric Agonists of the Human D1 Dopamine Receptor: qHTS | HEK293 T-REx D1 cells, calcium flux, agonist mode | activation, % at 2 µM | AID 504660, 2011 | 1% of 360,000 active | D(1A) dopamine receptor (Homo sapiens), P21728; in the data active = activation above about 30%; note: 0% is about no effect
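Tetracycline-induced HEK293 TREx D1 cells, force-coupled to calcium signalling, were dye-loaded with a no-wash calcium kit. Compound was pin-added after a 10 s baseline. Fluorescence was read kinetically at 1 cycle/s for 180 s, with calcium rises flagged as agonism.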
D2 PAM: HTS Assay for Positive Allosteric Modulators of the Human D2 Dopamine Receptor: Primary Screen for Potentiators. HEK293 T-REx D2, calcium flux, EC20 dopamine potentiation. potentiation, % at 10 µM. 0.34% of 340,000 active. AID 485347, 2010;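 active = potentiation over 3 SD above the plate norm, cut at about 30% in these data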; note: 0% is about no effect
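Cells plated with tetracycline inducer and held overnight at 30 C; calcium dye loaded 30–90 min at room temperature; baseline taken, compound added and read 180 s; EC20 dopamine then added and read 180 s.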
D1 potentiator: Potentiators of Human D1 Dopamine Receptor: qHTS | potentiation, % at 10 µM | 0.036% of 360,000 active | D(1A) dopamine receptor (Homo sapiens), P21728 | HEK293 TREx D1 cells, calcium flux, dopamine EC20 potentiation; in the data active = potentiation above about 30%; note: 0% is about no effect
Vif-APOBEC3G blk: qHTS for Inhibitors of Vif-A3G Interactions: qHTS. DNA dC->dU-editing enzyme APOBEC-3G (Homo sapiens), Q9HC16. HeLa A3G-eYFP + Vif (tagged APOBEC3G with the HIV-1 protein that degrades it), YFP fluorescence, overnight. Potency, µM (series often up to 46.1 µM), for the others: at the top dose activity, negative = active, usual class: inhibitors. 0.076% of 410,000 active;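 note: potency is the fitted concentration of half-maximal effect; % is set by controls: 0 for no effect and ±100 for the full control effect; nearly all actives have a fitted effect of over 60% in size; hits raise eYFP signal because A3G escapes Vif-driven loss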
Target sequence (Q9HC16 whole entry, looked up): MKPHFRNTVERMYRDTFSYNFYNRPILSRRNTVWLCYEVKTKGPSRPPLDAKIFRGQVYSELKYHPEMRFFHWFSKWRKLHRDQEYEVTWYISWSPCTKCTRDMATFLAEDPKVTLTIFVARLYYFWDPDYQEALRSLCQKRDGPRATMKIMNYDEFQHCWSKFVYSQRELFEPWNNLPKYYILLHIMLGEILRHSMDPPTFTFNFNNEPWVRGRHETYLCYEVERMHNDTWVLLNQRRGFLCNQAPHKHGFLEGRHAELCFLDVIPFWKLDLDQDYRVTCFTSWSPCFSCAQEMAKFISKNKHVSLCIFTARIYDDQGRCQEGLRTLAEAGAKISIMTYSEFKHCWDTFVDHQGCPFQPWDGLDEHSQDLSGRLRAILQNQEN
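Read-out is eYFP fluorescence (Ex 488/Em 500-530) from Vif-expressing HeLa A3G-eYFP cells; more signal means A3G escaped Vif-mediated degradation. Cells plated overnight, compound pinned in, incubated overnight at 37 deg C.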
RXFP1 antagonist: qHTS Assay for Antagonists of the Relaxin Receptor RXFP1; Relaxin receptor 1 (Homo sapiens), Q9HBX9; 0.59% of 350,000 active; HEK293-RXFP1, relaxin-stimulated cAMP HTRF, 30 min; hits give low values; activity change, negative = inhibition, % at 57.5 µM; AID 1259400, 2018;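 active = activity change of -60% or lower, but not beyond a set lower limit; inconclusive = change between -60% and -40%, or beyond the set limit; inactive = change above -40%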; note: % is set by controls: 0 for no effect and ±100 for the full control effect
Target sequence (Q9HBX9 whole entry, looked up): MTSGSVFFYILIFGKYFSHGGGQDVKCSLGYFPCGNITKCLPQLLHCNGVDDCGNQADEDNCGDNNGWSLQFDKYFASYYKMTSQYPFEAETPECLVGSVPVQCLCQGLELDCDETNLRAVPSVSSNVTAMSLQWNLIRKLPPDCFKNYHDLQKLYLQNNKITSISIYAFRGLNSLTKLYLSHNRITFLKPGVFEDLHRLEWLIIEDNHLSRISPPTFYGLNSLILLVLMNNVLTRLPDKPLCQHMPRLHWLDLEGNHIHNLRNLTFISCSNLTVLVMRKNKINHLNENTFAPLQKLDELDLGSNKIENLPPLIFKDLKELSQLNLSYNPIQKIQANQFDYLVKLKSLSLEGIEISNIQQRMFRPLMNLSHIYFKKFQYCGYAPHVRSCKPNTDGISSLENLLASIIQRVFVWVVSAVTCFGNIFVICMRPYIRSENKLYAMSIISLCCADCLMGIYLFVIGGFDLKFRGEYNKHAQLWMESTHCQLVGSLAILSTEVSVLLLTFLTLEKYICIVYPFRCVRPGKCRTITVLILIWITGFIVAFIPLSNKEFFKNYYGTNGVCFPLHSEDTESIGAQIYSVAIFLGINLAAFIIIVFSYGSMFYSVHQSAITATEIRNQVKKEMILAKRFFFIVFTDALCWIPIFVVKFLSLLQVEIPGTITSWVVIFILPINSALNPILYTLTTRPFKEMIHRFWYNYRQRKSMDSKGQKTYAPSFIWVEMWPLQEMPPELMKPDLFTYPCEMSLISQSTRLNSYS
RXFP1 agonist: qHTS Assay for Agonists of the Relaxin Receptor RXFP1; HEK293T-RXFP1 cAMP TR-FRET, 30 min; response scale: percent of porcine relaxin response, buffer zero; 0.3% of 370,000 active; Potency, µM (series often up to 57.5 µM), inactives show at the top dose activation, actives largely listed as activators; note: potency is the fitted concentration of half-maximal effect; % is set by controls: 0 for no effect and ±100 for the full control effect; nearly all actives have a fitted effect of over 60% in size; many of its hits are not listed in these tables
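Agonist response is measured as cAMP accumulation in an RXFP1-transfected HEK293T line under PDE4 inhibition. Values are scaled between buffer-only and 29 nM porcine relaxin, and EC50s come from standard Hill equation fits.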
Glioma ERSR ind: qHTS for Inducers of the Endoplasmic Reticulum Stress Response (ERSR) in Human Glioma: qHTS; U87-MG GRP78 promoter luciferase reporter, 16 h; Potency, µM, for the others: at the highest dose activation, most hits filed as activators; 0.02% of 420,000 active; note: potency is the fitted concentration of half-maximal effect; series mostly up to about 76 µM; % of control where 0% means no effect; nearly all actives have a fitted effect of over 35% in size
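Stably transfected U87-MG glioma cells carrying a GRP78-based luciferase sensor; 16 h compound incubation. Luminescence end-point read 10 min after Bright-Glo addition at room temperature.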
An asterisk follows results filed as active; ? = inconclusive; . = not tested or not shown; & = joins results of further samples. Unless noted, calls come from the whole dose curve; as a rule, active = well fitted curve in the direction sought with a large enough effect; inconclusive = small, poorly fitted or top-dose-only effect, or another doubt; inactive = no such curve, though single readings can be large; an effect the other way counts as inactive or inconclusive.

SMILES	Vif-APOBEC3F blk	D1 antagonist	D1 agonist	D2 PAM	D1 potentiator	Vif-APOBEC3G blk	RXFP1 antagonist	RXFP1 agonist	Glioma ERSR ind
Cc1cnc(C(=O)OC(C(=O)c2c[nH]c3ccccc23)c2ccccc2)cn1 (configuration not stated)	-1.0%	31.4	7.0	-2.3	5.7	-7.8%	-15.2	-1.1%	-3.4%
CCOC(=O)Cn1cc(C(=O)C2CC2)c2ccccc21	-2.8%	1.6	-0.3	-6.8	-4.2	-0.6%	-6.8	-0.7%	-1.3%
COc1ccc(OC)c(NC(=O)c2cccc(NC(=O)c3ccccc3C(=O)O)c2)c1	-2.8%	-6.1	4.4	3.3	-1.4	-6.0%	3.3	0.3%	-0.5%
COCCOC(=O)c1c(C)oc2ccc(O)c(CN3CCC(C)CC3)c12	-4.1%	-8.2	0.8	11.8	1.6	3.9%	2.1	3.0%	-3.6%
CC(=O)c1cccc(NC(=O)CC(c2ccc(C)cc2)N2Cc3ccccc3C2=O)c1 (configuration not stated)	-5.2%	8.8	2.3	-6.9	-0.8	-4.9%	.	0.2%	-2.3%
O=C1CC(NS(=O)(=O)c2cccnc2)CN1c1ccc(Cl)cc1 (configuration not stated)	-5.6%	-1.2	0.4	4.9	2.8	-0.5%	-13.8	1.3%	-4.8%
CCCNC(=O)Cc1ncn[nH]1	6.2%	10.5	3.0	16.8	5.1	2.1%	3.3	2.1%	-4.0%
CC(C)C[C@H](NC(=O)C1CC(=O)N(c2ccc3c(c2)OCO3)C1)C(=O)NC1CCCCC1 (some centres not stated)	0.1%	-0.8	3.3	-3.4	-0.5	2.8%	-11.4	2.1%	0.2%
Cc1ccc(C(=O)CN2C(=O)NC3(CCOc4ccccc43)C2=O)s1 (configuration not stated)	5.1%	-25.7	1.4	5.1	-3.1	-3.2%	0.9	-1.0%	-0.5%
O=S1(=O)CCOC[C@H](CC2CCCCC2)N1Cc1cccc(Cl)c1	-4.4%	13.5	2.7	9.3	1.8	-12.1%&-1.6%	.	2.1%	3.1%&16.6%
C=CCNC(=O)COc1coc(CN2CCN(Cc3ccccc3)CC2)cc1=O	0.9%	-6.3	3.5	4.1	2.2	0.7%	-16.5	-0.7%	-6.4%
CC(C)=C(NC(=O)c1ccccc1Cl)C(=O)NCCc1nc2ccccc2[nH]1	0.4%	.	.	.	.	-1.8%	6.5	.	-4.8%
COCCCN=C1NN=C(c2cc(C)n(Cc3ccccc3Cl)c2C)CS1	?	6.8	3.5	0.6	-4.2	?	-18.4	0.4%	-1.6%
CCOc1ccc(NC(=O)CN(C)C(=O)c2cc(S(=O)(=O)N3CCCCC3)ccc2Cl)cc1OCC	-2.4%	-5.9	0.4	-4.4	-5.8	3.5%	11.6	0.9%	-3.0%
O=C(N/N=C/c1ccc(OCc2ccccc2)cc1)c1cc[n+](Cc2ccccc2)cc1	3.4%	4.8	0.4	10.2	0.2	6.1%	-3.3	0.1%	-2.4%
COc1cc(OC)cc(C(=O)Nc2ccc(S(=O)(=O)Nc3ncccn3)cc2)c1	-0.5%&-1.9%	-12.6&4.0	5.0&-1.0	-5.2&-31.0	10.9&-4.7	-5.6%&-3.8%	-0.3	-0.6%&-1.2%	3.5%&-3.5%
Cc1ccnc(NS(=O)(=O)c2ccc(N3C(=O)C4CCCCC4C3=O)cc2)n1 (configuration not stated)	-4.0%	2.8	1.2	-3.7	-2.9	0.5%	?	0.4%	-2.3%
O=S(=O)(c1ccccc1Cl)N1CCCC1c1nc(-c2ccccc2Cl)no1 (configuration not stated)	-3.7%	-14.3	14.2	6.7	-3.0	-1.3%	9.7	0.8%	-5.5%
C=CCNC(=O)c1nc2ccccc2s1	7.2%	27.2	-0.5	0.1	-0.5	2.2%	7.6	-0.4%	-2.6%
CC(=O)c1cccc(NC(=O)CSc2nc(N3CCCCC3)nc(N3CCCCC3)n2)c1	12.8%	6.4	2.1	-5.8	4.1	1.3%	-10.2	1.9%	4.0%
CC(CCc1ccccc1)NC(=O)c1cccs1 (configuration not stated)	-7.6%	-14.2	-1.3	0.6	-2.7	1.2%	13.1	0.3%	1.8%
O=C(NCCc1ccc(Cl)cc1)c1cccc(N2CCCC2=O)c1	4.6%	-8.3	-0.6	5.3	-0.7	0.2%	-4.0	0.6%	5.8%
COc1ccccc1-c1cc(C(=O)Nc2ccccc2C(F)(F)F)no1	-6.7%	-5.6	8.4	-4.3	-0.1	-1.2%	-3.4	22.3%	0.0%
Cc1ccc2c(c1)COc1c3ccc(C(=O)N4CCOCC4)cc3nn1-2	4.4%	0.9	0.1	7.0	0.5	-6.2%	.	-12.2%	-2.8%
Cc1ccc(C)c(S(=O)(=O)N2CCN(C(=O)c3ccc(OCc4c(C)noc4C)cc3)CC2)c1	-21.6%	-31.0*	9.5	5.7	-1.1	0.7%	-11.3	0.3%	-3.3%

Following part:
SMILES	Vif-APOBEC3F blk	D1 antagonist	D1 agonist	D2 PAM	D1 potentiator	Vif-APOBEC3G blk	RXFP1 antagonist	RXFP1 agonist	Glioma ERSR ind
Cc1cc(C)nc(NC(=O)c2ccc(C)o2)n1	-2.3%	-18.6	3.1	9.6	0.8	4.2%	3.2	-0.5%	1.5%
Cc1ccccc1CC1(CO)CCCN(Cc2ccc(C#CC(C)(C)O)cc2)C1 (configuration not stated)	1.5%	4.9	12.4	-16.4	-3.6	-0.1%	2.0	1.8%	-4.7%
CCOC(=O)c1cccc(N2C(=O)C3C4C=CC(CC4)C3C2=O)c1 (configuration not stated)	0.8%	-4.0	-0.2	2.4	1.7	2.4%	-7.7	-1.1%	0.9%
COCCN(C(=O)c1snc(C(N)=O)c1N)C(C(=O)NC1CCCCC1)c1ccc(OC)c(OC)c1 (configuration not stated)	0.6%	-7.2	0.4	.	-4.8	0.2%	7.9	20.1%	-3.4%
CC(=O)N1CCCc2cc(S(=O)(=O)N(C)Cc3ccccc3)ccc21	.	-17.4	9.4	3.3	-5.3	-5.2%	-6.7	2.1%	-5.7%
O=C1CC(C(=O)N2CCCc3ccccc32)CN1c1ccc(F)cc1 (configuration not stated)	-10.2%	-19.5	-1.0	.	-8.0	3.2%	-9.8	1.5%	4.2%
COc1ccc(N2CCN(C3CC(=O)N(Cc4ccccc4)C3=O)CC2)cc1 (configuration not stated)	3.0%	-2.6	3.5	6.0	-1.5	-1.3%	-1.7	0.6%	-3.7%
Cc1ccccc1C(=O)c1cccn1CC(=O)NCCN1CCN(c2cccc(C)c2C)CC1	0.9%	-2.8	3.2	-15.5	-7.5	-15.8%	-68.7*	1.5%	-7.4%
Cc1nn(Cc2ccc(C(=O)Nc3ccccc3F)cc2)c(C)c1Cl	1.8%	1.2	11.4	4.1	-0.1	-11.7%	0.5	2.0%	0.0%
CCCOc1ccc(C(=O)NC(=S)N2CCN(c3ncc4c(=O)c(C(=O)O)cn(CC)c4n3)CC2)cc1	-6.1%	.	.	.	.	-6.5%	1.2	.	-5.3%
COc1cccc(NC(=O)CC2Nc3cc(C)c(C)cc3NC2=O)c1 (configuration not stated)	?	-4.7	3.4	-11.8	0.5	0.7%	-5.1	1.8%	0.4%
N#Cc1ccccc1S(=O)(=O)N1CCN(C(=O)CCc2ccccc2)CC1	-15.1%	3.1	-0.9	13.5	0.8	3.4%	3.4	0.3%	-1.5%
Cc1ccc(NC(=O)C/C(N)=N/O)cc1Cl	0.3%	-4.0	0.1	-6.8	-2.5	-4.4%	-1.3	-0.1%	-4.1%
Cc1cc2oc(=O)cc(CN3CCCCC3)c2cc1O	0.0%	9.2	4.0	3.1	-8.4	1.3%	11.5	0.3%	4.4%
COc1ccc(/C=N/NC(=O)CC#N)cc1Oc1nc(Cl)ncc1F	-4.6%	-7.9	10.0	-1.3	-4.0	1.3%	14.2	0.1%	-3.6%
CCNc1nnc(SCC(=O)NC2CCCCCC2)s1	-12.5%	-8.1	1.2	7.6	4.3	-0.9%	-8.2	-0.5%	-2.8%
OCCNc1c2ccccc2nc2ccccc12	?	6.5	0.4	-16.9	-5.2	5.6%	-8.9	-0.3%	?
O=C(Oc1cccc2ccccc12)c1ccco1	-7.9%	-1.1	-0.1	-3.1	6.0	-1.8%	-11.9	-1.2%	-1.2%
Clc1ccc(-n2c(Cc3ccccc3)nnc2SCc2nc(-c3cccs3)no2)cc1	3.2%	5.6	12.1	-7.0	5.3	-2.9%	.	0.0%	-1.0%
OCCN1CCOCCN(CCO)CCN(CCO)CC1	-7.2%	-14.3	2.8	-6.2	-1.3	-5.5%	-1.1	0.1%	-4.0%
CC1=C(C(=O)Nc2cccc(C(F)(F)F)c2)C(c2ccccn2)n2ncnc2N1 (configuration not stated)	-0.8%	12.4	0.8	-5.7	-0.7	-3.3%	.	2.0%	-2.7%
Fc1ccc(NCc2nnc(SCc3nnc(-c4ccccc4)o3)n2Cc2ccccc2)cc1	6.3%	-2.5	1.8	-9.7	0.4	-0.1%	-2.2	-0.3%	-3.2%
Clc1cccc(Cl)c1CSc1nnc(-c2sccc2-n2cccc2)o1	-6.1%	-1.6	50.3*	15.5	-0.6	-2.4%	1.9	4.2%	-0.2%
COc1ccc(C(=O)Nc2ccc(-c3nnc4n3CCCCC4)cc2)cc1OC	-0.5%	1.9	0.6	-5.7	-0.3	-1.5%	.	2.6%	0.1%

Arranged by number of heavy atoms (high to low): some entries from above.
SMILES	Vif-APOBEC3F blk	D1 antagonist	D1 agonist	D2 PAM	D1 potentiator	Vif-APOBEC3G blk	RXFP1 antagonist	RXFP1 agonist	Glioma ERSR ind
Clc1ccc(-n2c(Cc3ccccc3)nnc2SCc2nc(-c3cccs3)no2)cc1	3.2%	5.6	12.1	-7.0	5.3	-2.9%	.	0.0%	-1.0%
COc1cccc(NC(=O)CC2Nc3cc(C)c(C)cc3NC2=O)c1 (configuration not stated)	?	-4.7	3.4	-11.8	0.5	0.7%	-5.1	1.8%	0.4%
Cc1cc2oc(=O)cc(CN3CCCCC3)c2cc1O	0.0%	9.2	4.0	3.1	-8.4	1.3%	11.5	0.3%	4.4%

Some of the compounds tested; rates above refer to the full screens.
